# Screening results: PubChem BioAssay, Sanford-Burnham Center for Chemical Genomics
# Gli-Sufu block: blocks Gli-Sufu signaling in a luciferase reporter; Sufu-KO-LIGHT fibroblasts, Gli luciferase reporter luminescence; inhibition, % at 5 µM; 340,000 compounds, 0.74% hits; AID 588413;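 active = inhibition above about 55%, limit read from the data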;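 also: 0% = DMSO-treated cells and 100% = wells with medium but no cells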
# APJ antagonist: APJ receptor antagonism; P35414; CHO-K1 APJ beta-arrestin complementation, luminescence; inhibition, % at 20 µM; 330,000 compounds, 0.32% hits;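 active = inhibition above about 40% at 20 µM, limit read from the data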;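 also: cells challenged with 10 nM apelin-13 agonist together with compound; plate controls were apelin-13 plus DMSO wells for no effect and DMSO wells lacking apelin-13 for full effect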
# Target sequence (P35414 whole entry, looked up): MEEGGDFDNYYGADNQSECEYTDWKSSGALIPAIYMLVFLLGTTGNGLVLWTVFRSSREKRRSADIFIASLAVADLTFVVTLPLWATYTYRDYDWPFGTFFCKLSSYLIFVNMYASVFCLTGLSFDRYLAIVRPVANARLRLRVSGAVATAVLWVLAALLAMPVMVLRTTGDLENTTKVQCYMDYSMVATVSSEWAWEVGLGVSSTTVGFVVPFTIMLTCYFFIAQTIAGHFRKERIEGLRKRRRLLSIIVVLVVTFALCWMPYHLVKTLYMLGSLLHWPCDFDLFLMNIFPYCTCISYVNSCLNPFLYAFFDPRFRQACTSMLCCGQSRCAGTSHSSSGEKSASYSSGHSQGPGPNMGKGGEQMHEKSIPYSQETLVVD
# UBC13 inh: inhibitors of human UBC13 polyubiquitin chain formation; P61088; TR-FRET; inhibition, % at 20 µM; 330,000 compounds, 0.47% hits; in the data active = inhibition above about 45%, passing the limit was not always enough
# Target sequence (P61088 whole entry, looked up): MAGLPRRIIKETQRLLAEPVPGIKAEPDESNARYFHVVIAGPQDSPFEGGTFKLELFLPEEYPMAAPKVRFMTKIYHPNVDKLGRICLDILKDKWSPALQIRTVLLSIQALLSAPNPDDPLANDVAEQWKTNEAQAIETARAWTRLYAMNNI
# CXCR6 block: inhibitors of human CXCR6 receptor | inhibition, % at 20 µM | 360,000 compounds, 0.36% hits | O00574 | CHO-K1 PathHunter CXCR6 beta-arrestin, luminescence; in the data active = inhibition above about 34%, passing the limit was not always enough;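 also: antagonist mode with CXCL16 agonist at 10 nM final; 0% = 10 nM CXCL16 with DMSO and 100% = unstimulated wells without agonist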
# Target sequence (O00574 whole entry, looked up): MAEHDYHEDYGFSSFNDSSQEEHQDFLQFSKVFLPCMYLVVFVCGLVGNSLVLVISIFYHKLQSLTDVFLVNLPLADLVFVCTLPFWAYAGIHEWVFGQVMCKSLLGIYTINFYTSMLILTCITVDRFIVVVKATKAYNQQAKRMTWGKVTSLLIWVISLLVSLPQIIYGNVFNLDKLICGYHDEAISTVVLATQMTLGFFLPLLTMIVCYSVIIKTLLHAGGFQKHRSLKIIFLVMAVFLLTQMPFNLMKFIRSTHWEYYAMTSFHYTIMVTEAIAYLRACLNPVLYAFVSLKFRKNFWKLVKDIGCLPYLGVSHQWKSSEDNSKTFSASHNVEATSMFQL
# Jurkat NFkB inh: inhibitors of the PMA/ionomycin-induced NF-kB reporter in Jurkat cells | PMA/ionomycin-induced NF-kB luciferase reporter, luminescence | inhibition, % at 4 µM | 330,000 compounds, 0.53% hits; in the data active = inhibition above about 50%
# 697 NFkB inh: lowers PMA/ionomycin-induced NF-kB signal in 697 B cells; 697 B-cell NF-kB luciferase reporter, 16 h; inhibition, % at 4 µM; 330,000 compounds, 0.33% hits; AID 435022; in the data active = inhibition above about 35%
# EBI2 antag: antagonists of human EBI2 receptor | 360,000 compounds, 0.81% hits | P32249 | EBI2 beta-arrestin recruitment, luminescence, 7a,25-OHC stimulated | inhibition, % at 5 µM; in the data active = inhibition above about 38%;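 also: enzyme fragment complementation signal reports receptor beta-arrestin coupling in cells; 0% = agonist plus DMSO wells and 100% = wells without agonist; some results beyond the cut were filed as inactive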
# CCR6 antag: antagonists of human CCR6 receptor | 340,000 compounds, 0.49% hits | P51684 | CHO-K1 CCR6 PathHunter beta-arrestin, luminescence, CCL20-stimulated | AID 493098 | inhibition, % at 20 µM;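 active = compounds whose inhibition of the agonist-driven luminescence signal at 20 µM reaches about 50%, limit read from the data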;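 also: cells stimulated with CCL20 at 14 nM final; plate controls were DMSO with CCL20 for no effect and DMSO without agonist for full effect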
# The depositor's hits bear a star; . = no result given.
SMILES,Gli-Sufu block,APJ antagonist,UBC13 inh,CXCR6 block,Jurkat NFkB inh,697 NFkB inh,EBI2 antag,CCR6 antag
COc1cc(OC)cc(C(=O)NC(C(=O)O)C23CC4CC(CC(C4)C2)C3)c1 (stereo unspecified),-7,2,-9,-1,-17,5,4,7
Cc1ccccc1S(=O)(=O)Oc1ccccc1C(=O)Oc1ccccc1,-19,3,-1,-31,-7,13,-1,21
COc1ccc(NC(=S)NC2CCN(Cc3ccccc3)CC2)cc1OC,16,20,5,-1,9,11,5,7
CCOC(=O)N1CCC(NC(=O)CC(NS(=O)(=O)c2ccc(Cl)cc2)c2ccco2)CC1 (stereo unspecified),-9,8,-2,-3,5,-1,-8,11
O=C(Cn1cnc2c(nnn2Cc2ccccc2F)c1=O)NCC1CCCO1 (stereo unspecified),-27,15,0,-9,-2,4,-13,-4
CC1(C)CC(C(CCN(Cc2ccccc2)C(=O)c2ccco2)c2ccc(F)cc2)CCO1 (stereo unspecified),23,.,.,6,.,.,2,13
Cc1noc(C)c1C(=O)N1CCN(Cc2ccc3c(c2)OCO3)CC1,-3,-5,-6,0,15,21,-3,-15
CCS(=O)(=O)c1nc(S(=O)(=O)c2ccc(Cl)cc2)c(N2CCc3ccccc3C2)s1,2,3,-9,12,9,-27,13,12
CCC(c1ccccc1)c1nc(-c2ccccn2)no1 (stereo unspecified),-36,-1,-3,-4,-20,-53,-5,8
O=C(NCCCn1ccnc1)/C(=C/c1ccco1)NC(=O)c1ccccc1,3,-11,-2,-47,1,6,-11,9
CN1CCN(CC(O)COc2ccc(Cl)cc2)CC1 (stereo unspecified),-2,-2,-10,-1,-14,-42,5,-17
O=C(CCNC(=O)c1ccc([N+](=O)[O-])cc1)NNC(=O)c1ccncc1,-18,3,4,-11,-3,-1,-8,-1
OCCNc1nc(-c2ccccc2)c2cc(Cl)ccc2n1,0,-12,22,0,1,11,5,7
O=C(NNS(=O)(=O)c1ccccc1[N+](=O)[O-])c1ccc(O)cc1,5,1,7,-4,-5,8,1,16
CC1C(=O)C(C)C(c2ccccc2)N(N=O)C1c1ccccc1 (stereo unspecified),6,.,.,4,.,.,2,22
CC(C)[C@H](NC(=O)NCc1ccc(F)cc1)C(=O)O,6,8,-3,3,21,-20,-8,1
Cc1n[nH]c(C)c1S(=O)(=O)N1CCC(C(=O)O)CC1,-1,-1,1,2,-1,-16,-10,-3
CCOC(=O)c1c(NC(=O)CN2C(=O)N(C)C3(CCCCC3)C2=O)sc(C(=O)N(C)C)c1C,3,.,.,8,.,.,-1,8
Cc1ccc(C(C2C(=O)CC(C)(C)CC2=O)C2C(=O)CC(C)(C)CC2=O)s1,-3,-1,-4,1,18,-2,0,-4
O=C(NCC(=O)N1CCN(c2ccccc2)CC1)c1cccs1,-7,0,-5,-7,4,11,-6,18
Cc1ccc(S(=O)(=O)N2CCN(C(=O)c3ccc(Br)o3)CC2)c(C)c1,-4,17,-6,8,11,-5,14,-9
COC(=O)c1ccc(-n2nnnc2SCC(=O)Nc2ccccc2OC)cc1,1,17,3,-8,20,4,2,20
Nn1c(SCc2cc([N+](=O)[O-])cc3c2OCOC3)nnc1-c1cccnc1,2,10,-9,-2,2,-3,-5,5
CCN(CC)CCNC(=O)c1c(C)n(-c2ccccc2)c2cc(Br)c(OC)cc12,8,-4,52*,-3,-22,-9,-11,6
COc1cccc(COC(=O)c2c(C)nn(-c3ccccc3)c2Cl)c1OC,-1,-6,3,10,-13,12,2,9
CCOC(=O)C1=C(c2ccccc2)NC(=O)NC1c1cc(OC)c(O)c([N+](=O)[O-])c1 (stereo unspecified),9,6,-24,5,11,20,-6,26
COc1ccc(C(=O)N2CCN(c3cccc(Cl)c3)CC2)cc1S(=O)(=O)NC1CC1,-26,-6,8,-1,33,-49,-2,2
Clc1ccc(-c2nc3ccccc3n2OCc2ccccc2)cc1,7,3,0,-5,7,23,-7,17
COc1ccc(C2NC(=O)NC(c3ccccc3)=C2c2nc3ccccc3s2)cc1 (stereo unspecified),-1,-25,10,1,7,7,17,5
O=C(c1noc2c1CCc1ccccc1-2)N1CCCc2ccccc21,-7,-6,-7,-1,-35,-25,12,13
Cn1cc(Cl)c(C(=O)OCC(=O)Nc2ccc(S(N)(=O)=O)cc2)n1,-5,-3,-2,-3,-5,11,-12,11
Cc1ccc2nc(C)c(C(=O)N/N=C/c3cccs3)n2c1,-3,13,-9,-12,16,6,18,-5
O=C(Nc1cccc(O)c1)c1ccc(Br)c(S(=O)(=O)N2CCCCC2)c1,-12,-8,7,6,-2,-2,5,23
CC(=O)c1ccccc1C(=O)NCc1cccnc1,6,-20,-5,-15,7,9,-12,-4
CC1CCCN(C(=O)c2sc3cc([N+](=O)[O-])ccc3c2Cl)C1 (stereo unspecified),-38,-13,-1,10,-9,-7,12,6
CCOc1ccc(C(=O)COC(C)=O)cc1,-5,11,-8,0,-6,-11,-4,-22
COc1ccc(S(=O)NC2CCCCC2)c(OC)c1C (stereo unspecified),-10,1,-6,-2,-3,-13,-5,-12
CCOC(=O)C(CC)(CC)/C(C)=N/NC(=O)CC#N,-6,9,3,-2,6,19,-5,8
CC(=O)NC(NC(=S)N1CCCCCC1)C(Cl)(Cl)Cl (stereo unspecified),-2,-2,-1,-7,-6,20,2,-1
O=C(NNC1CC(=O)N(c2ccc(Cl)cc2)C1=O)c1ccccn1 (stereo unspecified),-7,1,-4,-24,0,1,-16,5

# Fetched by compound from the entries so far, 2 records:
SMILES,Gli-Sufu block,APJ antagonist,UBC13 inh,CXCR6 block,Jurkat NFkB inh,697 NFkB inh,EBI2 antag,CCR6 antag
O=C(CCNC(=O)c1ccc([N+](=O)[O-])cc1)NNC(=O)c1ccncc1,-18,3,4,-11,-3,-1,-8,-1
OCCNc1nc(-c2ccccc2)c2cc(Cl)ccc2n1,0,-12,22,0,1,11,5,7

# Other entries follow.
SMILES,Gli-Sufu block,APJ antagonist,UBC13 inh,CXCR6 block,Jurkat NFkB inh,697 NFkB inh,EBI2 antag,CCR6 antag
CCOC(=O)C1=CN(Cc2cccc(F)c2)S(=O)(=O)NC1c1ccc2ccccc2c1 (stereo unspecified),1,.,.,0,.,-4,30,19
CC1Cc2ccccc2N1CC(=O)Nc1ccc2c(c1)OCO2 (stereo unspecified),4,13,-17,-6,-23,-17,6,6
CC(NC(=O)c1cnc2n(c1=O)CCS2)c1ccccc1 (stereo unspecified),-4,-3,-3,-11,-3,2,4,-3
CCCn1c(SCC(=O)Nc2c(C)cccc2C)nnc1C(C)C,-3,2,-13,-4,9,-9,-10,2
COc1ccc(C(=O)N/C(=C/c2cccs2)C(=O)NC(C)(C)C)cc1OC,-8,1,1,-1,8,-1,-6,1
CCOc1ccccc1C(=O)N(CN1CCCC1=O)c1ccc(C)c(Cl)c1,8,10,-7,5,6,-9,-5,6
Cc1c(Cl)cccc1NC(=O)CCN1CCN(CCO)CC1,-2,9,2,-3,-4,-2,6,0
COc1cc(C2C(C#N)=C(N)Oc3c2ccc2ccccc32)ccc1OCC(=O)Nc1ccc(C)cc1 (stereo unspecified),10,-24,1,-2,24,22,-2,2
C/C(=N/NS(=O)(=O)c1ccc(C)c(C)c1)c1ccncc1,-26,-1,-6,-6,-7,-12,1,9
O=C(N/C(=C\c1cccc([N+](=O)[O-])c1)C(=O)N1CCOCC1)c1cccc(Br)c1,8,-4,-2,3,14,29,-2,1
COc1cc(/C=N/Nc2snc(SC)c2C#N)cc(OC)c1OC,35,21,4,-2,10,-150,-2,12
O=C(COC(=O)c1ccccc1)Nc1cc(S(=O)(=O)N2CCCCCC2)ccc1Cl,1,19,10,2,-7,17,0,14
CC(C)C(C(=O)Nc1ncn[nH]1)N1C(=O)c2ccccc2C1=O (stereo unspecified),8,14,5,0,0,4,-5,-1
O=C(NC(=S)N1CCN(c2ccccn2)CC1)c1ccccc1,2,0,3,0,9,-6,-11,-3
CCOc1ccc(NC(=O)CN(C)C(=O)c2ccccc2Cc2ccccc2)cc1OCC,3,-7,10,1,5,15,2,0
Cc1c(NC(=O)C2(c3ccccc3)CCCC2)c(=O)n(-c2ccccc2)n1C,-9,2,-8,1,-5,1,0,-10
CCOC(=O)C(C)Oc1cccc2c(=O)n(CC(=O)Nc3cccc(OC)c3)ccc12 (stereo unspecified),7,15,2,5,15,0,8,0
COc1cc(-c2nc3n(n2)C(c2ccc(F)cc2)C2=C(CCCC2=O)N3)cc(OC)c1OC (stereo unspecified),19,7,36,0,16,37*,4,-8
Cc1oc2cc3oc(=O)cc(C)c3cc2c1C,-10,-12,2,-6,-19,-25,0,2
Cc1ccc(NC(=O)N(C)c2ccccc2)cc1,-5,.,.,-2,.,.,4,11
Cc1cc(S(=O)(=O)Nc2ccc(N(C)C)cc2)c(C)s1,1,-19,0,2,-7,1,-7,10
COc1cccc(C(=O)N2CCN(Cc3cc(Br)ccc3OC)CC2)c1,7,13,-4,-1,1,-14,6,-9
CC1CC(C)(C)CC2(C1)NC(=O)N(CC(=O)NCc1ccccc1F)C2=O (stereo unspecified),4,8,-4,-8,21,11,-1,11
C/C(=N/NC(=O)c1nnn(-c2nonc2N)c1COc1ccccc1)c1ccccc1Cl,43,-13,-17,0,3,-2,4,14
O=C(c1cccs1)N(Cc1ccccn1)Cc1ccco1,3,-6,-11,5,-2,10,0,-3
Cc1ccc(NC2CCCN(C(=O)CCc3scnc3C)C2)cc1C (stereo unspecified),1,0,3,0,4,-8,7,6

# In the list so far, 15 contain an aryl methoxy group:
SMILES,Gli-Sufu block,APJ antagonist,UBC13 inh,CXCR6 block,Jurkat NFkB inh,697 NFkB inh,EBI2 antag,CCR6 antag
COc1cc(OC)cc(C(=O)NC(C(=O)O)C23CC4CC(CC(C4)C2)C3)c1 (stereo unspecified),-7,2,-9,-1,-17,5,4,7
COc1ccc(NC(=S)NC2CCN(Cc3ccccc3)CC2)cc1OC,16,20,5,-1,9,11,5,7
COC(=O)c1ccc(-n2nnnc2SCC(=O)Nc2ccccc2OC)cc1,1,17,3,-8,20,4,2,20
CCN(CC)CCNC(=O)c1c(C)n(-c2ccccc2)c2cc(Br)c(OC)cc12,8,-4,52*,-3,-22,-9,-11,6
COc1cccc(COC(=O)c2c(C)nn(-c3ccccc3)c2Cl)c1OC,-1,-6,3,10,-13,12,2,9
CCOC(=O)C1=C(c2ccccc2)NC(=O)NC1c1cc(OC)c(O)c([N+](=O)[O-])c1 (stereo unspecified),9,6,-24,5,11,20,-6,26
COc1ccc(C(=O)N2CCN(c3cccc(Cl)c3)CC2)cc1S(=O)(=O)NC1CC1,-26,-6,8,-1,33,-49,-2,2
COc1ccc(C2NC(=O)NC(c3ccccc3)=C2c2nc3ccccc3s2)cc1 (stereo unspecified),-1,-25,10,1,7,7,17,5
COc1ccc(S(=O)NC2CCCCC2)c(OC)c1C (stereo unspecified),-10,1,-6,-2,-3,-13,-5,-12
COc1ccc(C(=O)N/C(=C/c2cccs2)C(=O)NC(C)(C)C)cc1OC,-8,1,1,-1,8,-1,-6,1
COc1cc(C2C(C#N)=C(N)Oc3c2ccc2ccccc32)ccc1OCC(=O)Nc1ccc(C)cc1 (stereo unspecified),10,-24,1,-2,24,22,-2,2
COc1cc(/C=N/Nc2snc(SC)c2C#N)cc(OC)c1OC,35,21,4,-2,10,-150,-2,12
CCOC(=O)C(C)Oc1cccc2c(=O)n(CC(=O)Nc3cccc(OC)c3)ccc12 (stereo unspecified),7,15,2,5,15,0,8,0
COc1cc(-c2nc3n(n2)C(c2ccc(F)cc2)C2=C(CCCC2=O)N3)cc(OC)c1OC (stereo unspecified),19,7,36,0,16,37*,4,-8
COc1cccc(C(=O)N2CCN(Cc3cc(Br)ccc3OC)CC2)c1,7,13,-4,-1,1,-14,6,-9
